S3 lipid droplet: qHTS Assay for Lipid Storage Modulators in Drosophila S3 Cells. Drosophila S3 cells, BODIPY lipid droplet fluorescence, 18-24 h; cells fed with added oleic acid. lipid storage change, negative = inhibition, % at the top dose, mostly 46.1 µM; hits show Potency in µM. 0.64% of 320,000 active. AID 2685; active = well fitted inhibition curve with a large enough effect in the signal ratio, with a control signal flat, not every such curve was filed as active; inconclusive = small, poorly fitted or top-dose-only effect, or effect the other way, or a change in a side signal; the % refers to the signal ratio
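Drosophila S3 cells got compounds at several concentrations plus oleic acid (400 uM solution). Laser-scanning cytometry with 488 nm excitation read lipid droplets at 500-530 nm and cells at 575-640 nm. Percent activity was relative to 20 uM Triacsin C.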
S3 lipid droplet cell count max: second read-out of S3 lipid droplet, no call of its own (marks repeat the call); cell number change, %; measured here: cell count max response;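 cells counted by Cell Tracker Red CMTPX staining in the red channel; peak over a dose series mostly up to 46.1 µM; percent activity relative to internal control wells on each plate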
Numbers without * were called inactive; i = inactive; ? = inconclusive; nt = not tested or not shown; [ ] = remark or other dose. % is scaled to controls: 0 for no effect and ±100 for the full control effect; potency is read from the fitted curve at half-maximal effect.

mol,S3 lipid droplet,S3 lipid droplet cell count max
CN(C)C(=O)Oc1ccc(-c2cn3cc(Cl)ccc3n2)cc1,10%,7
Cc1cc(C)c(NC2=NCCCS2)c(C)c1,9%,12
COc1ccc(-n2c(/C=C/c3cccc(F)c3)nc3ccccc3c2=O)c(OC)c1,?,nt
CCC(=NCc1ccc2c(c1)OCO2)c1c(O)n(C)c(=O)n(C)c1=O,?,nt
CC(Cc1ccccc1)NC(N)=O (stereo unspecified),?,nt
CC(C)CN1CCN(Cc2ccc(F)cc2Cl)CC1CCO (stereo unspecified),?,nt
CCN1CCN(C(=O)COc2ccc3c(c2)C(=O)CC2(CCN(C(C)=O)CC2)O3)CC1,?,nt
CCC(C)N1C(=O)/C(=C\c2ccc(N3CCCCCC3)cc2)C(=O)NC1=S (stereo unspecified),?,nt
C=CCN1C(=O)/C(=C/c2cc(C)n(-c3ccccn3)c2C)C(=O)NC1=S,?,nt
CCC(c1ccc(C)cc1)N1C(=O)C2C3CCC(O3)C2C1=O (stereo unspecified),?,nt
Cc1ccc(NC(=O)c2snnc2C)cc1Cl,1%,-9
CC12CN3CCN(C1)CC(C)(C3)C2=NN,-6%,12
COC(=O)C1C2c3ccccc3OC1(C)N=c1s/c(=C/c3cn(C)nc3C)c(=O)n12 (stereo unspecified),5%,-12
COC(=O)C1=C(c2c(C)noc2C)C[C@@H]2CC[C@H]1N2C(=O)NCCOc1ccccc1,?,nt
CCC1(C(=O)c2ccccc2)C2c3ccccc3OC(=O)C21C(C)=O (stereo unspecified),?,nt
O=C1NC(=S)NC(=O)C1=Cc1ccc(Br)s1,?,nt
COC(=O)CC1NC2CCCCC2NC1=O (stereo unspecified),?,nt
Cc1ccc(-n2nc(C)c(C3C(C#N)=C(N)Oc4c3c(=O)oc3ccccc43)c2Cl)cc1 (stereo unspecified),i,nt
c1ccc2c3c([nH]c2c1)CNCC3,0%,12
Cc1ccc(/C=C2/Sc3ccc(C(=O)N4CCC5(CC4)OCCO5)cc3NC2=O)cc1,?,nt
O=C(Cn1cc(C(=O)c2ccccc2)c2ccccc21)NCc1ccco1,?,nt
OC1/C(=C/c2ccc(C(F)(F)F)cc2)N2CCC1CC2 (stereo unspecified),-9%,0
COC(=O)C1=C(c2ccc(C(C)=O)cc2)C[C@@H]2CC[C@H]1N2C(=O)NCc1ccco1,?,nt
CN1C(=O)NC(=O)/C(=C/c2ccc(C(=O)O)cc2)C1=O,-4%,-15

Compound profiles, as listed above. Order of values: S3 lipid droplet | S3 lipid droplet cell count max
Results for `OC1/C(=C/c2ccc(C(F)(F)F)cc2)N2CCC1CC2` (stereo unspecified) → -9% | 0
Results for `O=C(Cn1cc(C(=O)c2ccccc2)c2ccccc21)NCc1ccco1` → ? | nt
Results for `CCC1(C(=O)c2ccccc2)C2c3ccccc3OC(=O)C21C(C)=O` (stereo unspecified) → ? | nt
Results for `COC(=O)C1C2c3ccccc3OC1(C)N=c1s/c(=C/c3cn(C)nc3C)c(=O)n12` (stereo unspecified) → 5% | -12
Results for `CN1C(=O)NC(=O)/C(=C/c2ccc(C(=O)O)cc2)C1=O` → -4% | -15

Next entries follow:
mol,S3 lipid droplet,S3 lipid droplet cell count max
CCCC1COC(Cn2cncn2)(c2ccc(Cl)cc2Cl)O1 (stereo unspecified),18%,0
Cc1nc2cc(-c3cccc(F)c3)nn2c(C)c1CCC(=O)N1CCC2(CC1)OCCO2,-7%,nt
CC(C)(C)C(=O)c1cn(Cc2ccccc2)c2ccccc12,?,nt
Cc1ccc(N2C(=O)NC(=O)/C(=C\C=C\c3ccco3)C2=O)cc1C,?,nt
O=P1(NCCCn2cc[n+](Cc3nc4ccccc4[nH]3)c2)C=C(c2ccccc2)OC(c2ccccc2)=C1,?,nt
CN1C(=O)N(C)C(=O)C2(Cc3cc([N+](=O)[O-])ccc3N(C)C2c2ccccc2)C1=O (stereo unspecified),1%,-2
Cc1cc(O)c2c3c(c(=O)oc2c1)CCC(C)C3 (stereo unspecified),i,nt
CCOC(=O)CC1=C(C(=O)OCC)C2(C(=O)N1)C(C(=O)OC)=C(N)Oc1ccccc12 (stereo unspecified),?,nt
COC(=O)C1=C(c2ccc(F)cc2F)C[C@@H]2CC[C@H]1N2C(=O)NCCOc1ccccc1Cl,?,nt
COc1ccc(C2CN(C)CC2C(=O)c2ccc(C)cc2)cc1Cl (stereo unspecified),?,nt
Cc1cccc(OCC(=O)N2CCN(Cc3ccc([N+](=O)[O-])cc3)CC2)c1,9%,-6
CC(C)COP(=O)(c1ccc(N(C)C)cc1)C(O)c1ccc(Br)cc1 (stereo unspecified),?,nt
CN1CCN(c2ccccc2N)CC1,?,nt
O=C(N/N=C/c1c(O)n(C2CCCCC2)c(=S)[nH]c1=O)c1ccccc1O,?,nt
CCCN1CCC2(CC1)NC(CO)(CO)CO2,7%,6
O=C(COc1ccc2c3c(c(=O)oc2c1)CCC3)N1C[C@H]2C[C@@H](C1)c1cccc(=O)n1C2,-15%,-10
CCN1CCN(Cc2cc(Br)cc(OC)c2O)CC1,?,nt
CCCCCCCCN=Cc1c(O)[nH]c(=O)[nH]c1=O,?,nt
COC(=O)C1=C(c2ccc(F)cc2F)C[C@@H]2CC[C@H]1N2C(=O)N1CCCC1,?,nt
COC(=O)C1=C(c2cccc(OCc3ccccc3)c2)C[C@@H]2CC[C@H]1N2C(=O)NCc1ccc2[nH]ccc2c1,?,nt
Cn1c(O)c(C2=NNC(c3ccc(Cl)cc3)C2)c(=O)n(C)c1=O (stereo unspecified),-5%,2
C=C(C)CSc1nnc([C@@H](N)Cc2ccccc2)o1,18%,3
O=C(C[N+]12CCC(CC1)C(C(O)(c1ccccc1)c1ccccc1)C2)c1ccc(Br)cc1 (stereo unspecified),-6%,-3
COc1ccc(NC(=O)c2cn(CCC#N)nc2-c2cccc(Br)c2)cc1,1%,-3
COc1ccc(-[n+]2c(-c3ccccc3)cc(-c3ccc(C)cc3)cc2-c2ccccc2)cc1,?,nt
O=C(Nc1ccc(Cl)cc1C(=O)c1ccccc1Cl)c1ccco1,-1%,-7
CCC(C)(C)NC(=O)Cn1c(=O)oc2cc(S(=O)(=O)N3CC(C)CC(C)C3)ccc21 (stereo unspecified),?,nt
CCOc1ccc(NC(=O)c2c(C)nn(Cc3ccccc3)c2Cl)cc1,11%,14
COC(=O)C1=C(c2cccc(OCc3ccccc3)c2)C[C@@H]2CC[C@H]1N2C(=O)NCc1ccc(N(C)C)cc1,?,nt
C=CCC1(CN2CCCC2=O)C(=O)NC(=O)NC1=O,?,nt
CCCn1c(C)cc(C=O)c1C,-7%,-19
COc1ccccc1CCNC(=O)CCC(=O)N1CC2C[C@@H](C1)Cn1c2cccc1=O,1%,14
CCCCn1c(O)c(C(C)=NC(C)c2ccccc2)c(=O)[nH]c1=O (stereo unspecified),?,nt
Cc1ccc2[nH]c3c(c2c1)CN(C(=O)CN1C[C@H]2C[C@@H](C1)c1cccc(=O)n1C2)CC3,18%,15
COC(=O)C(O)(c1ccc(NC(=S)NC(=O)c2ccc(Cl)cc2Cl)cc1)C(F)(F)F (stereo unspecified),?,nt
O=[N+]([O-])c1ccc(N2CCCCC2)c2ncccc12,7%,19
Cn1c(O)c(/C=C2\C=c3ccccc3=NC2=O)c(=O)n(C)c1=O,9%,5
COc1ccccc1N1C(=O)NC(=O)/C(=C/c2ccc3c(c2)Cc2ccccc2-3)C1=O,?,nt
O=[N+]([O-])c1cc(F)c(N2CCCCC2)cc1Br,9%,2
O=C(O)c1sc2cc(Cl)ccc2c1Cl,?,nt
CCOP(=O)(OCC)C(NC(=O)c1cccs1)C(F)(F)F (stereo unspecified),?,nt
COCCNC(=O)c1c(N)n(Cc2ccco2)c2nc3ccccc3nc12,?,nt
CN1CCN(Cc2ccccc2C(F)(F)F)CC1,?,nt
N#CC(C#N)=C(C#N)c1ccc(Nc2ccccc2)cc1,?,nt
CC(NC1=NCCS1)c1ccccc1 (stereo unspecified),?,nt
COc1ccc(C2SCC(=O)Nc3c2c(C)nn3C2CCOC(C)(C)C2)cc1OC (stereo unspecified),?,nt
Cn1c(O)c(/C=N/c2ncccn2)c(=O)n(C)c1=O,?,nt
CCCCn1c(O)c(C=NC2CC3CCC2(C)C3(C)C)c(=O)[nH]c1=O (stereo unspecified),?,nt
Oc1cc2c(cc1CN1CCN(c3ccc(F)cc3)CC1)OCO2,?,nt
CCCC(=O)OCC[N+](C)(C)C,?,nt
CC(C)CCCn1c(O)c(/C=C2/C=CC=N2)c(=O)[nH]c1=O,?,nt
COc1ccc(CC(=O)N2CCN(C)CC2)cc1OC,?,nt
CCC(NC(=O)OC(C)(C)C)C(=O)Oc1cc(C)cc2oc(=O)c3c(c12)CCC3 (stereo unspecified),?,nt
c1cc(CNCCc2ccc3c(c2)OCO3)ccn1,i,6
CC(=O)NC(Cc1ccc(N(CCCl)CCCl)cc1)C(=O)O (stereo unspecified),-1%,1
CN(C)c1ccc(/C=C/C=C/c2sc3ccccc3[n+]2C)cc1,?,nt
Cc1cc(NC(=O)CCl)nn1C,?,nt
CCOC(=O)C(O)(c1ccc(N(C)C(=O)c2ccc(Cl)c(Cl)c2)cc1)C(F)(F)F (stereo unspecified),i,14
COc1ccc(NP(=O)(Oc2ccc(Cl)cc2)Oc2ccc(Cl)cc2)cc1OC,16%,9
O=[N+]([O-])[N-][n+]1cnn(Cc2ccccc2)c1,-3%,nt

Further compounds.
mol,S3 lipid droplet,S3 lipid droplet cell count max
CCCCn1c(O)c(C(CC)=NC(C)c2ccccc2)c(=O)[nH]c1=O (stereo unspecified),?,nt
NC(=O)c1ccc(N=Nc2c(O)[nH]c(=O)[nH]c2=O)cc1,-14%,13
CC(C)c1ccc(N2C(=O)NC(=O)/C(=C\c3cnc(-c4ccccc4)nc3)C2=O)cc1,-7%,16
O=C1NC(=O)C2(Cc3ccccc3N3CCCC32)C(=O)N1Cc1ccccc1 (stereo unspecified),?,nt
CCOC(=O)C1(c2ccccc2)CCN(CC(=O)Nc2ccc(C)cc2)CC1,?,nt
c1ccc(CNCCc2ccc3c(c2)OCO3)nc1,0%,4
COc1ccc(-n2c(C)nc3cc(C(=O)N4CCC5(CC4)OCCO5)ccc32)cc1,?,nt
C=CCn1c(O)c(C(CC)=NCc2cc(OC)cc(OC)c2)c(=O)[nH]c1=O,i,nt
Cc1ccc(CN2CCN(C)CC2)c(C)c1,?,nt
CCCCCCn1c(=O)c(C(=O)Nc2ncccc2O)c(O)c2ccccc21,7.3µM*,-22*
CCCCN1C(=O)/C(=C/c2ccc(N(C)C)cc2)C(=O)N(Cc2ccco2)C1=O,?,nt
Cc1cc(C)nc(/N=C(\N)c2c(O)[nH]c(=O)[nH]c2=O)n1,?,nt
N#C/C=C/C#N,?,nt
Cc1cc(NC(=O)Cn2c(=O)oc3ccc(Cl)cc32)no1,?,nt
NP(=O)(OCCCc1ccccc1)Oc1ccccc1 (stereo unspecified),6%,-4
CN(CCOc1ccc(C=C2C(=O)NC(=O)NC2=O)cc1)c1ccccn1,-21%,9
CCN1CCN(Cc2cc(OC)c(OC)cc2[N+](=O)[O-])CC1,?,nt
CN(C)C(=O)Oc1cccc(NC(=O)N2CCOCC2)c1,-3%,-25
CCOCN(C(=O)CCl)c1c(C)cccc1CC,-3%,22
COC(=O)C1=C(c2ccccc2OCc2ccccc2)C[C@@H]2CC[C@H]1N2C(=O)NCCCOC(C)C,?,nt
CC/C(=N\N1CCCCC1)c1c(O)[nH]c(=O)[nH]c1=O,?,nt
CCCCCn1c(=O)c(C(=O)Nc2cc(C)ccn2)c(O)c2ccccc21,1%,6
CCOC(=O)CCN=Cc1c(O)n(-c2ccc(Br)cc2)c(=O)[nH]c1=O,8%[9.22 µM],-14
c1ccc2c(c1)-c1cccc3cccc-2c13,18%,18
COc1ccc(-n2c(SCCN(C)C)nc3ccccc3c2=O)cc1,?,nt
COC(=O)C1=C(N)OC(C)=C(C(C)=O)C12C(=O)N(C)c1ccccc12 (stereo unspecified),?,nt
COc1ccc(-c2cc(C(=O)N3CCC4(CC3)OCCO4)c3ccccc3n2)cc1,?,nt
CSc1ccc(CN2CCN(C(=O)COc3ccc(C)cc3)CC2)cc1,?,nt
O=C1NC(=O)N(CCC2=CCCCC2)C(=O)/C1=C/c1cccs1,?,nt
COc1ccc(C(=O)C2CCCN(Cc3ccc(C)s3)C2)cc1OC (stereo unspecified),-3%,2
COc1cc(C(=O)N2C[C@H]3C[C@@H](C2)c2cccc(=O)n2C3)cc(OC)c1OC,?,nt
CSc1ccc(CN2CCN(Cc3ccccc3Cl)CC2)cc1,-13%,-33

Screening data from PubChem BioAssay.

A portion of the library, so the mix of outcomes need not match the whole.
